TRPML3 ag – agonists of human TRPML3 channel; Q8TDD5; HEK293 TRPML3-YFP, Fluo-8 calcium fluorescence; 100% = the carbachol control signal; activation, % at 3 µM; hit rate 0.29% among 220,000;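 active means activation above its plate's cutoff, the mean activation of the plate's test wells plus 3 SD, cut at about 12% in these data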;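 further: 0% = DMSO only wells and 100% = carbachol wells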
Target sequence (Q8TDD5 whole entry, looked up): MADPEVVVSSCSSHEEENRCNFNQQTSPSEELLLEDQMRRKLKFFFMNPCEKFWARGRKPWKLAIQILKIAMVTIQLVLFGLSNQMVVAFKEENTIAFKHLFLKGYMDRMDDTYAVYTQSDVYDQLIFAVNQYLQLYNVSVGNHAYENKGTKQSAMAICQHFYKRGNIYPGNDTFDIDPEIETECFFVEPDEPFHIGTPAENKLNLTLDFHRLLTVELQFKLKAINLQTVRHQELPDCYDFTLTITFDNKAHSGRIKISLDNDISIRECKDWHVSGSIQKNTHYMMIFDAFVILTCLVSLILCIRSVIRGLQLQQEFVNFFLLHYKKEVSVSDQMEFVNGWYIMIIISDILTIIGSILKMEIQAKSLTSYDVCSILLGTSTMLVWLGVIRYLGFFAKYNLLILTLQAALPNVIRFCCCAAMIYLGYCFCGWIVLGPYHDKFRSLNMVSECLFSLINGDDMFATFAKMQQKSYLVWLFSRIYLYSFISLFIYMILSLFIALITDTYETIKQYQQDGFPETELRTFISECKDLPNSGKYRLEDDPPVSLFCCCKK
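Test system – HEK293 line with stable expression of human TRPML3-YFP channel · Control set – carbachol 87 µM final as high control (100%), DMSO as low control (0%) · Signal – Fluo-8 calcium dye fluorescence, ex 470-495, em 515-575 nm · Incubation – 1-h 37 °C dye load, 5-s basal, 120-s post-compound reads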
14-3-3 Bad PPI – disrupts binding of bovine 14-3-3 zeta to phospho-Bad peptide; TR-FRET 14-3-3zeta/Dy647-pBad peptide displacement, 1 h; inhibition, % at 21.7 µM; hit rate 0.71% among 220,000; AID 781;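 active means inhibition above about 70%, limit read from the data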;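 further: 0% = full 14-3-3 plus peptide FRET controls and 100% = background without 14-3-3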
Target sequence (P63103 whole entry, looked up): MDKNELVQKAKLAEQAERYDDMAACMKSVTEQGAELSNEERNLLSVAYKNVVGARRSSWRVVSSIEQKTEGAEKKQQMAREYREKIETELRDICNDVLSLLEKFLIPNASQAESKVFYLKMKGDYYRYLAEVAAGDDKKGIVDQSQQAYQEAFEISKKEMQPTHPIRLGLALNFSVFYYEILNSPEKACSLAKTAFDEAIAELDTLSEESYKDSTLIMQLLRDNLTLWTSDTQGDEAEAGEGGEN
NPY-Y1 antag – blocks the human neuropeptide Y Y1 receptor | P25929 | HEK293-CNG Y1 cells, membrane potential fluorescence; NPY at EC95, then isoproterenol | inhibition, % at 3.6 µM | hit rate 1% among 200,000 | AID 1040;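 active means inhibition above the campaign mean inhibition of all tested compounds plus 3 SD, cut at about 20% in these data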;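 further: 0% = DMSO wells given NPY plus isoproterenol and 100% = isoproterenol alone without NPY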
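Material: HEK293 cells co-expressing NPY Y1 receptor and cyclic-nucleotide gated channel. Timing: compound incubation 1 h at room temperature, readout 45 min post-stimulation. Signal: fluorescence, membrane potential probe.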
PPC-1+TRAIL kill – kills PPC-1 cancer cells in the presence of TRAIL; PPC-1 cells + TRAIL, ATPLite viability luminescence; cell killing (% activity), % at 4 µM; hit rate 0.41% among 220,000;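 active means cell killing above 50% in the first pass at 4 µM, then a duplicate retest at 5 µM averaging 50% or more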;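 further: plate controls were cells with TRAIL plus DMSO for no effect and medium-only wells lacking cells for full effect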
CHOP inhibitor – blocks CHOP induction under ER stress; inhibition, % at 10 µM; CHO-K1 CHOP-promoter luciferase, tunicamycin-induced, 15-18 h; AID 2732; hit rate 3.8% among 220,000;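 active means compounds that reduced the stress-induced luciferase reporter signal by more than about 70% of percent inhibition, limit read from the data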;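 further: 0% = tunicamycin plus vehicle and 100% = wells without tunicamycin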
NPY-Y1 PAM-ag – potentiators or agonists of human neuropeptide Y receptor Y1; hit rate 0.37% among 220,000; activation, % at 3.6 µM; NPY-Y1 expressing cells, potentiator/agonist activation; in the data active means activation above about 33%, passing the limit was not always enough;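 further: cells stimulated with NPY at EC10 then isoproterenol at EC100; 0% = low agonist plus stimulus and 100% = saturating agonist plus stimulus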
EP2 antag – EP2 receptor (human) inhibition | P43116 | C6 glioma cells expressing human EP2, cAMP TR-FRET; cells stimulated with saturating PGE2 | inhibition, % at 25 µM | hit rate 0.52% among 260,000 | AID 1422;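 active means percent inhibition above 40 after rounding to a whole number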;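 further: rat C6 glioma host cells with rolipram phosphodiesterase inhibitor present; the protocol text gives 20 µM as final concentration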
EP2 modulator – modulates human prostaglandin E2 receptor EP2 signaling; AID 940; hit rate 0.83% among 260,000; induction, % at 25 µM; EP2-expressing cells, cAMP HTRF FRET, PGE2 co-stimulation; P43116;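 active means compounds whose cAMP rise, as percent of the full-agonist control response, exceeds 60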;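 further: rat C6 glioma line stably carrying human EP2 under a CMV promoter; the protocol text gives 20 µM as final concentration; 100% = response of wells given 1 µM PGE2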
TRPN1 ag – activates the zebrafish TRPN1 channel; HEK293 zebrafish TRPN1-YFP, Fluo-8 calcium fluorescence; 100% = response to 87 µM carbachol; hit rate 0.18% among 220,000; activation, % at 3 µM; AID 1424;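 active means activation above its plate's cutoff, the mean activation of test wells on that plate plus 3 SD, cut at about 19% in these data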;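 further: 0% = DMSO alone and 100% = 87 µM carbachol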
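System: zebrafish TRPN1-YFP in HEK293 cells / Dosing: 3 µM single point / Timing: dye loading 1 h at 37 °C, then 30 min room temperature / Signal: Fluo-8 calcium fluorescence, excitation 470-495 nm, emission 515-575 nm / Read-out basis: percent activation from peak over basal fluorescence ratio, control-normalized / Control set: high carbachol 87 µM, low DMSO alone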
An asterisk follows results filed as active; / = no result given; [ ] = remark or other dose.

Screens by letter: A = TRPML3 ag; B = 14-3-3 Bad PPI; C = NPY-Y1 antag; D = PPC-1+TRAIL kill; E = CHOP inhibitor; F = NPY-Y1 PAM-ag; G = EP2 antag; H = EP2 modulator; I = TRPN1 ag
CC(C)c1ccc(O)c(NC(=S)NC(=O)CCc2ccccc2)c1
  A = 0.1	B = -7	C = 3	D = 2	E = 106*	F = -8	G = 3	H = -33	I = 1.1

COc1cccc(C2=NN(S(C)(=O)=O)C(c3cccs3)C2)c1 (configuration not stated)
  A = -0.6	B = -2	C = 10	D = -6	E = -9	F = 5	G = 7	H = 1	I = 0.0

COc1cc(/C=N/NC(=O)c2cccnc2)ccc1OCC(=O)Nc1ccc(C)cc1
  A = 0.6	B = 18	C = -3	D = 12	E = 18	F = 23	G = 10	H = -21	I = 1.0

Cc1cc(C(F)(F)F)nn1CC(=O)N(C)c1ccccc1
  A = 0.0	B = 0	C = 1	D = /	E = 3	F = 7	G = 3	H = 5	I = 1.0

CCOC(=O)c1ccc(NC(=O)C(CC)(CC)C(=O)OCC)cc1
  A = 0.0	B = -4[fluorescence artefact?]	C = 0	D = 24	E = 50	F = 13	G = 10	H = -3	I = -0.4

O=C(c1ccc(Cl)s1)N1CCOCC1
  A = 0.5	B = 2	C = 5	D = 19	E = 27	F = 14	G = 3	H = 22	I = 1.2

CC(C)(C)NC(=O)COc1ccc(CNCc2cccs2)cc1
  A = 1.2	B = 15	C = 5	D = 30	E = -5	F = 6	G = 4	H = 1	I = -0.1

COc1ccccc1CNn1c(-c2cccc(C)c2)nc2ccccc2c1=O
  A = 2.7	B = -5	C = 10	D = 12	E = 40	F = -1	G = -6	H = 60	I = -2.5

CCCCC(CC)C(=O)N1CCN(C(=O)c2ccco2)CC1 (configuration not stated)
  A = 0.9	B = 2	C = 6	D = 14	E = -5	F = 15	G = 0	H = -4	I = -0.5

NC(=O)c1c(-c2ccc(Cl)cc2Cl)csc1NC(=O)Cc1ccccc1
  A = 2.9	B = -15[fluorescence artefact?]	C = 16	D = 26	E = 73*	F = -56	G = 3	H = -9	I = 7.0

CC[C@H](C)/C=C(C)/C=C/C(=O)Cc1cc(O)c(C)c(O)c1C=O
  A = /	B = -2	C = /	D = 4	E = -21	F = /	G = 18	H = 7	I = /

CCOC(=O)C(C)Sc1ncc(OC)c(=O)[nH]1 (configuration not stated)
  A = 0.8	B = -3[fluorescence artefact?]	C = -3	D = -3	E = 48	F = 3	G = 3	H = 15	I = 0.6

O=C(Nc1ccc(Cl)c(S(=O)(=O)N2CCOCC2)c1)c1ccccn1
  A = 2.4	B = -3	C = 8	D = 6	E = 3	F = -12	G = 3	H = -54	I = 1.6

CN(C)C1NC(=O)c2cc(-c3ccccc3)sc2N1 (configuration not stated)
  A = 0.5	B = 3	C = -6	D = 9	E = 2	F = 25	G = 12	H = -34	I = 0.4

CC(C)Cc1nc2sc3c(=O)n(N)cnc3c2c2c1COC(C)(C)C2
  A = 0.3	B = 0	C = 3	D = 3	E = 14	F = 9	G = 6	H = 31	I = 1.2

CS(=O)(=O)Nc1ccc(C2=NN(C(=O)C3CCCCC3)C(c3cccs3)C2)cc1 (configuration not stated)
  A = 0.3	B = -1[fluorescence artefact?]	C = -1	D = 11	E = 54	F = 22	G = 5	H = -10	I = 1.7

O=C(CSc1nncs1)Nc1cc(-c2ccccc2)nn1-c1ccccc1
  A = -0.2	B = -14	C = 4	D = 14	E = 45	F = 4	G = 13	H = -10	I = 1.3

COc1ccc(O)c(C(=O)CC(=O)c2ccc(F)cc2)c1
  A = -0.8	B = 2	C = 3	D = 80*[5 µM]	E = 103*	F = -11	G = 17	H = 17	I = -2.8

COC(=O)c1ccc(NC(C)=O)o1
  A = -0.4	B = -8[fluorescence artefact?]	C = -2	D = 11	E = 12	F = 4	G = 16	H = 1	I = -0.1

O=C(/C(=C\c1ccccc1)c1nc2ccccc2[nH]1)c1ccc(Cl)cc1
  A = -0.4	B = 9	C = -2	D = 20	E = 87*	F = -22	G = 7	H = -17	I = -0.9

8 entries from above, arranged by formula weight, smallest number first.
Screens by letter: A = TRPML3 ag; B = 14-3-3 Bad PPI; C = NPY-Y1 antag; D = PPC-1+TRAIL kill; E = CHOP inhibitor; F = NPY-Y1 PAM-ag; G = EP2 antag; H = EP2 modulator; I = TRPN1 ag
COC(=O)c1ccc(NC(C)=O)o1
  A = -0.4	B = -8[fluorescence artefact?]	C = -2	D = 11	E = 12	F = 4	G = 16	H = 1	I = -0.1

CCOC(=O)C(C)Sc1ncc(OC)c(=O)[nH]1 (configuration not stated)
  A = 0.8	B = -3[fluorescence artefact?]	C = -3	D = -3	E = 48	F = 3	G = 3	H = 15	I = 0.6

CN(C)C1NC(=O)c2cc(-c3ccccc3)sc2N1 (configuration not stated)
  A = 0.5	B = 3	C = -6	D = 9	E = 2	F = 25	G = 12	H = -34	I = 0.4

CC[C@H](C)/C=C(C)/C=C/C(=O)Cc1cc(O)c(C)c(O)c1C=O
  A = /	B = -2	C = /	D = 4	E = -21	F = /	G = 18	H = 7	I = /

O=C(/C(=C\c1ccccc1)c1nc2ccccc2[nH]1)c1ccc(Cl)cc1
  A = -0.4	B = 9	C = -2	D = 20	E = 87*	F = -22	G = 7	H = -17	I = -0.9

O=C(CSc1nncs1)Nc1cc(-c2ccccc2)nn1-c1ccccc1
  A = -0.2	B = -14	C = 4	D = 14	E = 45	F = 4	G = 13	H = -10	I = 1.3

NC(=O)c1c(-c2ccc(Cl)cc2Cl)csc1NC(=O)Cc1ccccc1
  A = 2.9	B = -15[fluorescence artefact?]	C = 16	D = 26	E = 73*	F = -56	G = 3	H = -9	I = 7.0

CS(=O)(=O)Nc1ccc(C2=NN(C(=O)C3CCCCC3)C(c3cccs3)C2)cc1 (configuration not stated)
  A = 0.3	B = -1[fluorescence artefact?]	C = -1	D = 11	E = 54	F = 22	G = 5	H = -10	I = 1.7

(next part)
Results follow in this order: TRPML3 ag	14-3-3 Bad PPI	NPY-Y1 antag	PPC-1+TRAIL kill	CHOP inhibitor	NPY-Y1 PAM-ag	EP2 antag	EP2 modulator	TRPN1 ag
Cc1nnc(NC(=O)c2cccc(Br)c2)s1
  0.6	13[fluorescence artefact?]	-3	-8	-19	5	6	-13	1.0
COc1ccc(C(CC(=O)N2CCCCC2)c2c(OC)cc(OC)c3c(-c4ccccc4)cc(=O)oc23)cc1 (configuration not stated)
  /	21	/	0	8	/	17	17	/
COCCNc1nc2nonc2nc1N(C)Cc1ccc(C)cc1
  -0.4	-2	6	9	2	-3	4	25	-0.1
Cc1ccc(NC(=O)Nc2sc(=S)n(C)c2C)cc1
  1.3	15	4	7	-6	-14	/	-10	0.1
CCOCc1nnc(NC(=O)CCc2ccccc2)s1
  -1.1	-4	0	36	-5	-12	10	16	-0.6
CCOc1ccc(CCNC(=O)CCS(=O)(=O)c2ccc(OC)cc2)cc1OCC
  -0.3	-7	0	-1	30	-4	8	11	0.9
CCOc1ccccc1Nc1nnc(SCC(=O)N2CCCC2)s1
  -0.9	8	0	-12	-4	1	8	-29	-0.2
CCc1nnc(NC(=O)CSc2nc3cc4c(cc3cc2C)OCCO4)s1
  1.0	-14[fluorescence artefact?]	-3	-1	21	-9	10	-4	0.1
Cc1nc(C)c(C(=O)C2=C(O)C(=O)N(CCCn3ccnc3)C2c2ccc(Cl)cc2)s1 (configuration not stated)
  -0.1	4	-2	-7	-9	5	14	15	0.7
CCCc1cc(=O)[nH]c(SCC(=O)N(CC)Cc2ccccc2)n1
  -0.9	11	4	4	1	6	13	-6	-0.3
CCC(c1nnnn1C(C)(C)C)N1CCN(Cc2ccccc2OC)CC1 (configuration not stated)
  0.6	22	13	0	1	-8	10	-29	0.9
S=C(NCc1ccco1)N1CCN(c2cccc(Cl)c2)CC1
  0.8	-3	5	-12	5	4	2	-51	-0.2
Cn1c(C2CCCCC2)nc2c1c(=O)[nH]c(=O)n2Cc1ccccc1
  -0.7	-13	8	-3	72*	-4	8	65*	-1.4
Cc1cc(C)c2nc(NC(=O)c3cccc(S(=O)(=O)N4CCc5ccccc54)c3)sc2c1
  1.2	-18	0	15	23	1	4	-3	0.3
Clc1ccc(-c2ccc(C=Nc3ccc(N4CCOCC4)cc3)o2)c(Cl)c1
  0.0	2	-4	-13	34	-10	15	-13	0.0
NC(=O)CC(NC(=O)Cc1ccc(Br)cc1)c1ccc(NCc2ccccn2)c([N+](=O)[O-])c1 (configuration not stated)
  /	-4	/	0	-8	/	11	18	/
CCN(CC)c1cc(C(F)(F)F)nc(-c2ccccn2)n1
  0.1	-4[fluorescence artefact?]	6	-11	11	11	6	22	0.2
CCc1ccc(CNn2cnnc2SCC(=O)NC(C)(C)C)cc1
  -0.8	-7	-2	-2	-5	15	3	9	0.8
CCCC(=O)Oc1c(S(=O)(=O)c2ccc(C)cc2)c(C)nn1C(C)(C)C
  26*	-1	0	9	40	-3	6	16	-0.2
CC(C)(C)NC(=O)COC(=O)c1ccc(O)cc1
  0.8	9	-8	6	-14	-10	12	7	0.4
Cc1cccc(OCCCC(=O)NCCc2ccccc2)c1
  -0.3	-5	13	2	1	-27	4	-14	-0.9
O=C(Nc1nc(-c2ccc3ccccc3c2)cs1)C1CCN(S(=O)(=O)c2cccs2)CC1
  19*	-12[fluorescence artefact?]	-2	30	40	22	9	-2	-0.3
CC1CN(C(=O)CN2C(=O)NC(C)(c3ccccc3)C2=O)CC(C)O1 (configuration not stated)
  0.9	1[fluorescence artefact?]	7	21	16	1	1	30	-0.1
CN1CCN(S(=O)(=O)c2ccc(NC(=S)NC(=O)C3CCCCC3)cc2)CC1
  1.1	-14	15	18	19	-9	4	-14	0.6
CCC(=O)N1CCN(c2ccccc2NC(=O)COc2cccc(C)c2)CC1
  -0.9	-9[fluorescence artefact?]	20*	1	20	-56	2	14	-0.2
Cc1ccc(NC(=S)N(CCCN2CCOCC2)Cc2ccccn2)cc1
  0.0	-12	2	22	5	-20	10	15	1.3
O=C(Cc1ccccc1)Nc1ccc2c(c1)C(=O)N(CC1CCCO1)C2=O (configuration not stated)
  0.2	5	2	-2	15	-7	9	-16	1.6
CCn1c(=O)cc(SCC(=O)NCc2ccc(C)cc2)c2ccccc21
  -0.2	6[fluorescence artefact?]	4	-7	0	2	11	11	-0.8
COc1ccc(/C=c2/sc3n(c2=O)C(c2ccccc2OC)C2=C(N=3)c3ccccc3CC2)cc1O (configuration not stated)
  0.2	-6[fluorescence artefact?]	-9	-2	37	21	8	4	0.3
Oc1c(C(c2ccco2)N2CCC3(CC2)OCCO3)sc2ncnn12 (configuration not stated)
  0.2	0	1	9	0	-11	8	1	0.6
NC(=O)CCC(=O)N1CCCC(C(=O)c2ccc3c4c(cccc24)CC3)C1 (configuration not stated)
  0.5	-4	-2	/	-20	-12	0	17	-0.8
Cc1ccccc1-n1cc[nH]c1=S
  1.0	-2	-2	-4	32	18	6	29	-0.4
Cc1nc(CCN2C(=O)c3ccccc3C2=O)cs1
  1.0	-4	-2	-9	24	-17	4	34	1.5

Screening results: PubChem, several laboratories

An excerpt; rates above refer to the full screens.
